Screening results: PubChem, National Center for Advancing Translational Sciences (NCATS)
HCV inh: inhibitors of hepatitis C virus infection; Potency, µM (highest dose often 41.8 µM), without a hit: top-dose activity change, negative = inhibition, usual class: inhibitors; Huh7.5.1 HCVcc-Cre infection, luciferase reporter, 44 h; 340,000 tested, 3.4% active; also: potency is read from the fitted curve at half-maximal effect
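Cells (1,000/well) were plated 4 h before compound, then infected with HCVcc-Cre virus (~0.5 moi). After 44 h further culture, infection was read as luciferase luminescence following a 15 min substrate incubation at room temperature.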
HCMV inh: human cytomegalovirus inhibition; 410,000 tested, 4.5% active; activity change, negative = inhibition, % at 57.5 µM; HFF cells, HCMV-luciferase reporter, 72 h; active compounds read low; AID 1259415; in the data active = activity change below about -60%; inconclusive = no clear call, values can overlap the other calls; inactive = above about -39%
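Two-dose cell screen: HFF monolayers treated with compounds and infected with luciferase-expressing HCMV at 1 PFU/cell, 72 h at 37C, then lysed for luciferase measurement.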
Sm TGR inh: S. mansoni TGR enzyme inhibition | Potency, µM (highest dose often 114 µM), for the others: at the highest dose activity change, negative = inhibition, most hits filed as inhibitors | 360,000 tested, 3% active | purified TGR, DTNB reduction, TNB absorbance 405 nm | AID 485364; also: potency is read from the fitted curve at half-maximal effect; nearly all actives have a fitted effect of over 60% in size
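TGR 20 nM + NADPH 100 uM (dispensed conc.), cpd preinc 15 min RT; start with NADPH (500 uM addition) then DTNB (15 mM addition). Kinetic TNB absorbance, 405 nm filter. Four-parameter Hill fit across titration.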
AmpC no deterg: AmpC beta-lactamase inhibition without detergent. AmpC nitrocefin hydrolysis, absorbance 480 nm, 0.0001% Triton. 330,000 tested, 0.52% active. Potency, µM (titrated, usually from 57.1 µM), without a hit: at the highest dose activity change, negative = inhibition, most hits filed as inhibitors. P00811. AID 485341;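 also: potency is read from the fitted curve at half-maximal effect; plate controls were no compound for no effect and no enzyme for full effect; nearly all actives have a fitted effect of over 20% in size; some results filed as inactive show a strong effect at the top dose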
Target sequence (P00811 whole entry, looked up): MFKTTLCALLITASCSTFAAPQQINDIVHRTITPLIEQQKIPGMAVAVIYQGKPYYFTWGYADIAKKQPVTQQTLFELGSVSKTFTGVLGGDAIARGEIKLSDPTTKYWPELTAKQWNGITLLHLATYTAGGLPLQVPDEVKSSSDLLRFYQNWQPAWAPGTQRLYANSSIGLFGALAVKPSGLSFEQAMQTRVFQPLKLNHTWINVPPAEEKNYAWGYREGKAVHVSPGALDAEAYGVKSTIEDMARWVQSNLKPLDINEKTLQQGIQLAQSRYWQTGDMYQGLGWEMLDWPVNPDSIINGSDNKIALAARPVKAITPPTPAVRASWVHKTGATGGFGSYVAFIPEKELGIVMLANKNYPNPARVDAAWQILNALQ
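AmpC (5.3 nM in the dispensed reagent) in 20 mM phosphate pH 7.0 with 0.01% (detergent screen) or 0.0001% Triton X-100 was preincubated with compounds for 15 min at room temperature. Nitrocefin was then added from an 800 uM solution, and hydrolysis was followed at 480 nm.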
FBPA Giardia inh: Giardia lamblia aldolase inhibition; A8B2U2; purified Giardia FBPA; Potency, µM (series often up to 59.6 µM), without a hit: at the top dose activity, negative = inhibition, actives largely listed as inhibitors; 290,000 tested, 0.71% active; AID 2451; also: potency is read from the fitted curve at half-maximal effect; nearly all actives have a fitted effect of over 55% in size
Target sequence (A8B2U2 whole entry, looked up): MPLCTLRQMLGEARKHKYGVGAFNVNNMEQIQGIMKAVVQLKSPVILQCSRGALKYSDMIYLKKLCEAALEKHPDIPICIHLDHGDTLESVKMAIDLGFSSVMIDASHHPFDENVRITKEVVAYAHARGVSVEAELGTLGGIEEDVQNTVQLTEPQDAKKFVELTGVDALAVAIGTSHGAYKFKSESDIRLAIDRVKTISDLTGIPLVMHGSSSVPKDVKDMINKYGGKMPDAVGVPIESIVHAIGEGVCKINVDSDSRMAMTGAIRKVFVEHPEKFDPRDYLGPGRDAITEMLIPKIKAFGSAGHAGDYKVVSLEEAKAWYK
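Giardia FBPA (40 nM reagent) was preincubated 10 min at RT with compound (up to 57.5 uM final), then substrate plus GAPDH/TPI/NAD/arsenate coupling system with diaphorase/resazurin was added; resorufin fluorescence (525/598 nm) was read after 20 min.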
AmpC detergent: AmpC beta-lactamase inhibition with detergent present. P00811. AmpC hydrolysis of nitrocefin, absorbance 480 nm, 0.01% Triton. Potency, µM (series often up to 114 µM), for the others: top-dose activity change, negative = inhibition, most hits filed as inhibitors. 370,000 tested, 0.041% active;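 also: potency is read from the fitted curve at half-maximal effect; 0% = no-compound wells and -100% = no-enzyme wells; nearly all actives have a fitted effect of over 25% in size; some results filed as inactive show a strong effect at the top dose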
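20 mM phosphate pH 7.0 + 0.01% (detergent screen) or 0.0001% Triton X-100; 5.3 nM AmpC reagent; cpd preinc 15 min RT; nitrocefin (800 uM stock) to start; A480 q20 s × 4 min; Activity was normalised to no-enzyme and no-compound control wells.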
Active calls of the source: *; u = inconclusive; x = not tested or not shown; & = joins results of further samples; [ ] = another dose, or the depositor's remark. Unless noted, calls follow the shape of the dose curve; as a rule, active = well fitted curve in the direction sought with a large enough effect; inconclusive = small, poorly fitted or top-dose-only effect, or another doubt; inactive = no such curve, though single readings can be large; an effect the other way counts as inactive or inconclusive. Unless noted, % is scaled to controls: 0 for no effect and ±100 for the full control effect.

Start of the data: the first 4 entries (preview)
Compound,HCV inh,HCMV inh,Sm TGR inh,AmpC no deterg,FBPA Giardia inh,AmpC detergent
O=C(O)c1cc(OCc2ccccc2)cc(OCc2ccccc2)c1,5%,25,2%,-17%,9%,0%
Cc1cc(Br)ccc1NC(=O)CN1CCN(c2ccccn2)CC1,0%,0,-2%,46%,-1%,2%
N#Cc1ccc(COC(=O)CN2C(=O)NC3(CCCC3)C2=O)cc1,u,-27,1%,-15%,x,u
O=C1CC(c2ccncc2)c2cc3c(cc2N1)OCO3 (stereo not drawn),8%,60,5%,4%,0%,-2%

Results, from the first entry:
Compound,HCV inh,HCMV inh,Sm TGR inh,AmpC no deterg,FBPA Giardia inh,AmpC detergent
O=C(O)c1cc(OCc2ccccc2)cc(OCc2ccccc2)c1,5%,25,2%,-17%,9%,0%
Cc1cc(Br)ccc1NC(=O)CN1CCN(c2ccccn2)CC1,0%,0,-2%,46%,-1%,2%
N#Cc1ccc(COC(=O)CN2C(=O)NC3(CCCC3)C2=O)cc1,u,-27,1%,-15%,x,u
O=C1CC(c2ccncc2)c2cc3c(cc2N1)OCO3 (stereo not drawn),8%,60,5%,4%,0%,-2%
COc1ccc(C(=O)NCC(=O)N/N=C/c2cccc(OC(=O)c3ccco3)c2)cc1OC,8%,-9,-3%,24%,1%,1%
CN(C)c1ccc(NC(=O)c2ccc3nsnc3c2)cc1,-9%,25,1%,-14%,-10%,u
CCOC(=O)CNCCC(=O)c1ccc(Br)cc1,0%,-4,u,1%,-13%,-21%
COc1ccc(-c2noc(-c3ccc(C)cc3Cl)n2)cc1OC,x,59,6%,x,x,2%
CC(Oc1cccc(Cl)c1)C(=O)NCc1ccc(S(N)(=O)=O)cc1 (stereo not drawn),8%,-1,-1%,-20%,7%,1%
Cc1c(NC(=O)Nc2ccc(Cl)cc2)c(=O)n(-c2ccccc2)n1C,1%,5,4%,-34%,3%,2%
CCOC(=O)c1c(-c2ccccc2)csc1NC(=O)CCN1CCOCC1,u,4,-20%,183%[activator],u,u
COc1ccc(-c2nc3ccccn3c2/N=C/c2ccc(OC)c(OC)c2)cc1O,-2%,81,0%,-15%,-19%,3%
COC(=O)C1(C)CC1(c1ccccc1)c1ccccc1 (stereo not drawn),9%,13,-19%,-2%,-5%,-7%
C/C(=N\NC(=O)c1ccncc1)c1ccc(N2CCOCC2)cc1,7%,15,-3%,-13%,x,u
COc1cc(NC(=O)N(Cc2ccco2)C2CCN(C(C)=O)CC2)cc(OC)c1OC,x,-25,12%,x,x,2%
COc1ccc(Cn2nnnc2CN2CCC(c3nc4ccccc4s3)CC2)cc1,25µM*,-70*,-1%,116%,0%,u
COc1ccc2c(ccc[n+]2CC(=O)c2ccccc2)c1,13%,-5,-2%,-21%,13%,0%
Cc1cc(C)cc(NC(=O)c2ccc(NC(=O)C3C4CC5OC(=O)C3C5C4)cc2)c1 (stereo not drawn),-21%,-21,11%,-46%,3%,-1%
COc1cc(NC(=O)Cn2cnc(S(=O)(=O)N3CCOCC3)c2)cc(OC)c1OC,14%,40,-5%,-19%,x,0%
CC(C)(C)c1ccc(S(=O)(=O)N2CCCCC2C(=O)NCc2ccccn2)cc1 (stereo not drawn),-8%&-30%,-8,2%,156%[activator],-4%,u
O=[N+]([O-])c1cccc2ccc(N3CCOCC3)nc12,u,16,2%,-33%,4%,u
CC(C)(C)OC(=O)N1CCCN(C(=O)Nc2cccc(Cl)c2)CC1,18%,-28,4%,11%,6%,-4%
Cc1ccc(-c2nnc3n2N=C(c2ccccc2Br)CS3)cc1,u,-78*,-24%,2%,0%,u
CCOC(=O)c1ccc(S(=O)(=O)NNC(=O)COc2ccc(C)cc2)cc1,3%,106,-1%,-20%,8%,-2%
CN(C)c1ccc(CNc2ncnc3sccc23)cc1,1.8µM*,-82*,6%,-13%,14%,-3%
COc1ccc(CCC(=O)Nc2ccc3c(c2)OCCO3)cc1,12%,-6,-1%,-37%,-4%,1%
O=C(COC(=O)c1cccc(OC(F)F)c1)Nc1cccc(S(=O)(=O)N2CCCC2)c1,-4%,-9,x,-46%,x,x
O=c1[nH]c(N2CCN(Cc3ccc4c(c3)OCO4)CC2)nc2c1CCCC2,2%,-8,4%,-16%,-6%,-12%
N#Cc1cc(Nc2c(N)nc[nH]c2=O)c([N+](=O)[O-])cc1C#N,u,69,1%,-11%,7%,-1%
N#C/C(=C(/O)c1ccc(Br)s1)c1nc2ccccc2[nH]1,-14%,17,8%,-23%,-27%,9%
O=S(=O)(NC1=NCCC1)c1ccc(F)cc1F,10%,29,2%,-38%,4%,-6%
CC1Cc2ccccc2N1C(=O)CSc1nc2ccc(NC(=O)COc3ccccc3)cc2s1 (stereo not drawn),x,-1,6%,x,x,23%
CCN1C(=NCCc2ccccn2)N[C@@H](c2cccc(F)c2)C(C(=O)OC)=C1C,-28%,-16,9%&0%,-9%&7%,2%&-21%,-5%&-12%
Cc1ccc(/C=N/NC(=O)c2nnn(-c3nonc3N)c2CN(C)C2CCCCC2)cc1,1%,0,0%,-21%,1%,-4%
Cc1ccc(C)c(-n2c(SCC(=O)O)nc3sc4c(c3c2=O)CCCC4)c1,-4%,-26,-8%,-28%,3%,-8%
CCOC(=O)c1cn2c(C)cccc2n1,-13%,1,-3%,-10%,-2%,u
COC(=O)c1cc(OC)ccc1-c1ccc(OC)cc1,7%,-13,2%,-38%,1%,0%
c1ccc2c(c1)nnn2Cc1nnc2sc(-c3ccc4c(c3)OCCO4)nn12,1%,14,0%,-13%,4%,u
COC1=C(OC)[C@]23CCc4ccc(OC)c(OC)c4[C@]2(CCN3C)CC1=O,57%[activator][8.37 µM],-7,x,32%,x,x
COc1ccc2c(c1)c1c(c(=O)n(-c3ccc(C)cc3)c(=O)n1CC(=O)c1ccc(Cl)cc1)n2C,x,-16,1%,x,x,21%
COCc1nnc(NC(=O)c2ccc3c(c2)OCO3)s1,7%,9,1%,-22%,-6%,1%
NC(=O)c1c(NC(=O)c2ccccc2)sc2c1CCc1ccccc1-2,1%,165,-3%,-22%,-5%,-1%
CSCCC(N=C(NS(=O)(=O)c1ccc(C)cc1)c1ccccc1)C(=O)O (stereo not drawn),10%,-8,0%,-10%,1%,1%
CCc1cccc(CC)c1NC(=O)COC(=O)C1(c2ccc(Cl)cc2)CCCC1,0%,-36,-3%,-32%,2%,-8%
Cc1ccc2c(CN3C(=O)NC(C)(c4ccc5c(c4)OCO5)C3=O)cc(=O)oc2c1 (stereo not drawn),u,-12,-12%,-12%,-6%,u
NC(=O)CC(NC(=O)Cc1cccc2ccccc12)c1ccc(NCc2cc(F)ccc2F)c([N+](=O)[O-])c1 (stereo not drawn),6%,38,4%,-13%,-2%,5%
N#CC1=C(N)N(c2ccc(Br)cc2)C2=C(C(=O)CCC2)C1c1cccnc1 (stereo not drawn),6%&7%,-10,40µM*,-20%,u,-4%
O=C(Cc1ccccc1)N/N=C/c1ccc[nH]1,9%,u,-2%,-10%,-8%,3%
CCCCC(=O)Nc1cccc(-c2ccc3nncn3n2)c1,-11%,-24,4%,-6%,2%,-13%
CC(=O)N(C)c1ccc(NCc2cc(=O)oc3cc(C)c(O)cc23)cc1,-1%,119,3%,-20%,-4%,6%
CCCS(=O)(=O)c1c(S(=O)(=O)CCC)c2cc(CC)ccn2c1C(=O)c1ccc(Cl)cc1,x,2,-8%,x,x,2%
O=C(N/N=C/c1cccc(C(F)(F)F)c1)c1ccc(O)cc1,-7%,-8,2%,-27%,-7%,-5%
O=C(N/N=C/c1ccc([N+](=O)[O-])o1)c1cn(-c2ccccc2)nc1-c1ccc(Cl)cc1,u,-4,-27%,u,0%,1%
CCC(=O)c1ccc(OCC(O)Cn2nc(C)cc2C)cc1 (stereo not drawn),1%,7,-5%,-1%,x,1%
CCOC(=O)N1CCN(S(=O)(=O)c2ccc(C(=O)N(CCN(C)C)c3nc4c(C)cccc4s3)cc2)CC1,-18%,56,0%,6%,x,5%
O=C(O)[C@H]1Cc2ccccc2CN1S(=O)(=O)c1ccc(F)cc1,18%,5,3%,3%,4%,-5%

Further records
Compound,HCV inh,HCMV inh,Sm TGR inh,AmpC no deterg,FBPA Giardia inh,AmpC detergent
COc1ccc(OCC(N)=O)cc1,13%,u,7%,-8%,2%,4%
CCc1nnc(NS(=O)(=O)c2ccc(NC(=O)Nc3ccc(OC)cc3)cc2)s1,30%[activator],-5,1%,-27%,-25%,-13%
Cc1oc(-c2ccccc2)nc1Cn1cccc1C1=NC(c2ccccc2)CO1 (stereo not drawn),u,-27,14%,10%,3%,2%
Cc1ccc2c(n1)sc1c(N)ncnc12,-2%,43,7%,-38%,3%,-8%
COc1ccc(NC(=O)c2ccc(-c3ccc(-c4noc(C)n4)cc3C)cc2)cc1N1CCN(C)CC1,u,-20,3%,257%[activator],-5%&-2%,-6%
Cn1cc(C(=O)N2CCN(c3ccccc3)CC2)c(=O)c2cc(S(=O)(=O)N3CCOCC3)ccc21,9%,-7,-1%,94%[activator],x,-2%
COc1cc(CNCC(C)C)cc(Br)c1OCC(=O)Nc1ccccc1,u,19,-10%,19%,-8%,1%
Cc1nn(-c2ncc(C(F)(F)F)cc2Cl)c(=O)n1-c1ccccc1Cl,25%,-34,-1%,-3%,1%,2%
COC(=O)c1ccccc1COn1c(=O)c[n+]([O-])c2ccccc21,-6%,-7,7%,-23%,-11%,u
CC1=CC(=C(C#N)c2nc3ccccc3s2)C=C(C)N1CC1CCCO1 (stereo not drawn),11µM*,38,-1%,32%,-27%,-3%
COc1ccc(Cc2nnc(SCC(=O)c3ccc4c(c3)OCO4)o2)cc1,-20%,-27,3%,-21%,x,0%
CC(C)OCCCNC(=O)CCCn1c(SCC(N)=O)nc2c(sc3ccccc32)c1=O,x,-25,7%,x,x,5%
Cc1c(NC(=O)CSc2nnc(-c3cccc(Cl)c3)o2)c(=O)n(-c2ccccc2)n1C,2%,20,2%,-9%,-4%,-5%
NC(=O)c1ccsc1NC(=O)COC(=O)c1cc(=O)[nH]c2ccccc12,22%,-1,-20%,-25%,x,4%
COC(=O)Cn1c(C)c(/C=C/c2cc[n+](C)cc2)c2ccccc21,8%,u,2%,-2%,7%,-12%
COc1cc(-c2n[nH]c(=S)n2-c2cc(C(F)(F)F)ccc2Cl)cc(OC)c1OC,-8%,18,-19%,-26%,-2%,-4%
Cc1cccc(C)c1N(CC(=O)NCc1ccco1)C(=O)CNS(=O)(=O)c1ccc(F)cc1,14%,12,15%,23%,x,1%
